Assay outcomes (PubChem BioAssay)
TPT1 inhibitor – blocks Candida albicans tRNA 2'-phosphotransferase; recombinant caTPT1, FP RNA substrate dephosphorylation; inhibition, % at 5 µM; hit rate 0.81% among 300,000; AID 1962;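 active means inhibition above the mean of all tested compounds plus 3 SD, set per screening campaign, cut at about 24% in these data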;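 further: plate controls were DMSO alone for no effect and ferristatin control at 100 nM for full effect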
PP1 inh – blocks human PP1-alpha phosphatase, a PP5 counter-screen; P62136; purified PP1alpha, OMFP fluorescence; inhibition, % at 6.7 µM; hit rate 0.9% among 320,000; AID 2235;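 active means inhibition above the mean inhibition of all tested compounds plus 3 SD, computed separately for each screening campaign, cut at about 15% in these data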
Target sequence (P62136 whole entry, looked up): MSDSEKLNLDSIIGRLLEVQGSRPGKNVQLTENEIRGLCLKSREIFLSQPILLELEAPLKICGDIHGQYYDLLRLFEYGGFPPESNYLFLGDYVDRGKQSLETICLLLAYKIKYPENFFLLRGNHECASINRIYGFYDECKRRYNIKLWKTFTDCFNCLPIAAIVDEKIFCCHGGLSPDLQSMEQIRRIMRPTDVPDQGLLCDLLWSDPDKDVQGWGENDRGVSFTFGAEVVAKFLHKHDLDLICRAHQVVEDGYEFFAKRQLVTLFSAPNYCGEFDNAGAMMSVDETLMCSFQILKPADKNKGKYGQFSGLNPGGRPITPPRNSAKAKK
Efflux pump mplx – antifungal efflux pump inhibition, Nile Red retention | S. cerevisiae Candida pump triplex | inhibition, % at 10 µM | hit rate 0.44% among 330,000;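 active means plate passing quality check with inhibition over a set limit, or well fluorescence over plate mean plus 4 SD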;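 further: Nile Red retained in pooled yeast measured as flow cytometry median fluorescence; 0% = buffer negative control and 100% = Enniatin B positive control; higher means more Nile Red kept so more efflux inhibition; some compounds called inactive have numbers as strong as hits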
HCV core dimer – HCV core protein dimerization inhibition | inhibition, % at 5 µM | AID 1899 | TR-FRET GST/Flag-core106 dimerization, 1536-well | hit rate 0.33% among 300,000;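 active means inhibition above the mean of all tested compounds plus 3 SD, set per screening campaign, cut at about 45% in these data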
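Material: Tagged HCV core106 pair (GST and Flag) | Amount: GST-core106 13.5 nM, Flag-core106 17 nM | Medium: KF-containing HEPES buffer, pH 7.45, DTT, CHAPS, BSA | Reagent: Eu donor and XL665 acceptor anti-tag antibodies | Schedule: 4 h at 22.5 °C | Technique: Time-resolved FRET, ex 340 nm, em 617 and 671 nm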
JMJD2C inh – human JMJD2C demethylase inhibition. hit rate 0.069% among 330,000. Q9H3R0. AID 2099. GST-JMJD2C(1-420) H3K9me3 demethylation, DELFIA europium. inhibition, % at 2.35 µM;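 active means more than half of a compound's replicate wells show inhibition beyond 50%, single wells judged on their own value; inconclusive means some, but no more than half, of replicates pass 50% inhibition; inactive means no replicate passes 50% inhibition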;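 further: signal counts dimethyl H3K9 product captured on neutravidin plate; 0% = median of DMSO wells and 100% = 0.3 times that DMSO median; strong numbers were not always called active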
proCasp3 act – activators of human procaspase-3; P42574; recombinant procaspase-3 D3A, Ac-DEVD-pNA absorbance 405 nm; activation, % at 8.5 µM; hit rate 0.11% among 330,000;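 active means activation above the mean of all tested compounds plus 3 SD, cut at about 21% in these data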;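 further: 0% = DMSO alone and 100% = DMSO wells spiked with extra 5 µM PC-3 D3A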
Target sequence (P42574 whole entry D9A/D28A/D175A): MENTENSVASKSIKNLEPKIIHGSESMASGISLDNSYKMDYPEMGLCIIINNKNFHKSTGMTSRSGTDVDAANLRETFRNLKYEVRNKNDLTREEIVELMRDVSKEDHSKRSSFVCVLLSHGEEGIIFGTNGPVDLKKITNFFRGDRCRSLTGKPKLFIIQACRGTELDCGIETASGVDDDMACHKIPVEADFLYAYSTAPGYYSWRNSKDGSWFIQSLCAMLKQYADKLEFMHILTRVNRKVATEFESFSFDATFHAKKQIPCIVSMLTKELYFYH
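Compound: 8.5 µM single point, 0.8% DMSO / Material: Autoprocessing-dead procaspase-3 D3A mutant enzyme / Timing: 1 h preincubation plus 2 h reaction at 25 °C / Medium: Zinc-free HEPES/NaCl buffer with 0.01% Triton X-100 at pH 7.4 / Technique: 405 nm absorbance of p-nitroaniline, reads at 0 and 120 min / Repeats: one well per compound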
PP5 primary – inhibitors of human protein phosphatase 5 (PP5); purified PP5c, OMFP substrate fluorescence; hit rate 0.18% among 320,000; inhibition, % at 6.7 µM; P53041;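 active means inhibition above the campaign's mean inhibition across all tested compounds plus 3 SD, cut at about 9.5% in these data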;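 further: 0% = DMSO only and 100% = 100 µM cantharidin control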
CTSL1 counter – blocks F. hepatica cathepsin L1 in PFM18AAP counter-screen. recombinant F. hepatica cathepsin L1, Z-Leu-Arg-MCA fluorescence. inhibition, % at 5.96 µM. hit rate 0.49% among 300,000. AID 1906;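 active means inhibition above the mean of all tested compounds plus 3 SD, set per screening campaign, cut at about 17% in these data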;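 further: 0% = plate median of test compound wells and 100% = 1 µM Z-Phe-Ala-diazomethylketone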
proCasp7 act – counter-screen for procaspase-3 activators: activators of human procaspase-7. recombinant procaspase-7, Ac-DEVD-pNA absorbance 405 nm; D23A/D198A/D206A triple mutant, cannot self-cleave; scale: DMSO 0, 5 µM enzyme 100. activation, % at 8.5 µM. hit rate 0.093% among 330,000. AID 463210;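 active means percent activation above the screen-wide mean plus 3 SD, cut at about 25% in these data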
Target sequence (P55210 whole entry D23A/D198A/D206A): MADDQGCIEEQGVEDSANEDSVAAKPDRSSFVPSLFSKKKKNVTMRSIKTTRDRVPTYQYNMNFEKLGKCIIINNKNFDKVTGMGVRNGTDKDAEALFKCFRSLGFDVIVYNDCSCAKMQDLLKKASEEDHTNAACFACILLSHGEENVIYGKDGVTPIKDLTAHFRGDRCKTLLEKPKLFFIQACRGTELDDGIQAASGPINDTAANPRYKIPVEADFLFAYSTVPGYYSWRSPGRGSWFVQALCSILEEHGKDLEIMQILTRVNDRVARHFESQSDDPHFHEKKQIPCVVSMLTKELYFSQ
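buffer or medium = Zinc-free HEPES/NaCl buffer, pH 7.4 | material = Procaspase-7 triple mutant (PC-7 D3A) | input = 2 µM procaspase-7 mutant as dispensed | signal = Epi-absorbance of released pNA at 405 nm, two timepoints | timing = 1 h preincubation, 2 h reaction | replicates = singlicate compound testing | evaluation = % activation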
An asterisk follows results filed as active; i = inactive; ? = inconclusive; . = not tested or not shown.

Labels used below – A = TPT1 inhibitor; B = PP1 inh; C = Efflux pump mplx; D = HCV core dimer; E = JMJD2C inh; F = proCasp3 act; G = PP5 primary; H = CTSL1 counter; I = proCasp7 act
O=C(COC(=O)c1ccccc1C(=O)c1ccccc1)NCCc1ccccc1
  A = 1; B = 1; C = -0.1; D = 4; E = 5; F = -4; G = 1.4; H = -2; I = 12
O=C(NCc1ccncc1)C(=O)NCC1OCCCN1S(=O)(=O)c1ccc(F)cc1 (stereo unspecified)
  A = 0; B = -3; C = -0.1; D = 4; E = -6; F = 2; G = -0.9; H = -2; I = -5
O=C(NCC(=O)N1CCN(c2ccccc2O)CC1)C1CCCCC1
  A = 0; B = 5; C = 0.0; D = 3; E = 0; F = -7; G = 1.3; H = 11; I = 7
c1ccc(SCc2cn(C[C@H]3CC[C@@H]([C@@H]4CC[C@H](Cn5cc(CSc6ccccc6)nn5)O4)O3)nn2)cc1
  A = -1; B = -1; C = 0.2; D = 5; E = -1; F = 4; G = -0.4; H = 3; I = -3
CCC(c1nnc(SCC(=O)Nc2ccc(N3CCOCC3)cc2)n1Cc1ccccc1)N(C)C (stereo unspecified)
  A = 1; B = -10; C = 0.2; D = 4; E = ?; F = 3; G = -1.5; H = -10; I = 9
CCC1CN(C(=O)N2CCC(C(=O)NCCc3ccccc3)CC2)c2ccccc2O1 (stereo unspecified)
  A = 2; B = -3; C = 0.1; D = -1; E = -2; F = 13; G = 3.2; H = -1; I = -4
COCC(=O)Oc1c(Sc2ccccc2[N+](=O)[O-])c(C)nn1C(C)(C)C
  A = -3; B = 2; C = -0.1; D = -3; E = -5; F = -11; G = 0.2; H = -3; I = -26
COc1ccccc1C(=O)NC(=O)COC(=O)CCOc1ccccc1C
  A = -1; B = 1; C = 0.1; D = 0; E = 8; F = 6; G = -1.6; H = -20; I = 4
CCn1c(CN2CCOCC2)nnc1SCC(=O)Nc1ccc(C(C)=O)cc1
  A = -2; B = 0; C = 0.7; D = -1; E = 5; F = -14; G = 2.6; H = -2; I = -3
O=C(CSc1nnc(-c2cccs2)o1)OCc1ccccc1
  A = 0; B = -6; C = 0.0; D = 7; E = 2; F = -5; G = 0.7; H = -14; I = -4
Cc1c(N)cccc1-n1cnnn1
  A = 3; B = 0; C = 0.1; D = 2; E = i; F = 1; G = 0.3; H = -4; I = 5
Cn1c(CNC(=O)c2ccc(F)cc2)cc2ccccc21
  A = 2; B = 1; C = 0.8; D = 1; E = -7; F = -6; G = -0.4; H = -1; I = -6
Cc1cc(C)c(-c2csc(NC(=O)C3=COCCO3)n2)c(C)c1
  A = -4; B = -6; C = 0.0; D = -4; E = -4; F = -1; G = 4.4; H = -1; I = 4
COc1ccc(C)cc1NC(=O)C(OC(=O)c1cnc(C)cn1)c1ccccc1 (stereo unspecified)
  A = 3; B = 10; C = 0.0; D = 3; E = -3; F = 6; G = -0.3; H = -45; I = 5
Clc1ccc(-c2cc(-c3ccccn3)on2)c(Cl)c1
  A = 1; B = -1; C = -0.1; D = -2; E = 5; F = 2; G = 0.0; H = -1; I = 5

Just Efflux pump mplx, for 3 of the compounds above:
mol	Efflux pump mplx
O=C(CSc1nnc(-c2cccs2)o1)OCc1ccccc1	0.0
Cc1c(N)cccc1-n1cnnn1	0.1
COCC(=O)Oc1c(Sc2ccccc2[N+](=O)[O-])c(C)nn1C(C)(C)C	-0.1

More compounds follow.
Labels used below – A = TPT1 inhibitor; B = PP1 inh; C = Efflux pump mplx; D = HCV core dimer; E = JMJD2C inh; F = proCasp3 act; G = PP5 primary; H = CTSL1 counter; I = proCasp7 act
O=C(NC(=S)Nc1ccc2oc(=O)ccc2c1)c1cccc(F)c1
  A = -3; B = 1; C = 0.1; D = -3; E = 7; F = 1; G = 1.5; H = -1; I = 4
Cc1ccc(NC(=O)CS(=O)CC(=O)N(C(C)C(=O)NC2CCCCC2)C(C)(C)C)cc1 (stereo unspecified)
  A = -3; B = 0; C = -0.1; D = -3; E = -2; F = -2; G = -1.2; H = 0; I = 2
O=C(NC1CCCCC1)C1CCCN1C(=O)NCc1ccccc1 (stereo unspecified)
  A = -1; B = 1; C = 0.2; D = 0; E = -7; F = 3; G = -1.5; H = -5; I = -9
N#CC1=C(c2ccccc2)/C(=C/c2ccccc2)OC1=O
  A = 6; B = 5; C = -0.2; D = 14; E = 10; F = -8; G = 0.6; H = 3; I = 3
Cn1c(C(=O)NCC2CCCO2)cc2oc3ccccc3c21 (stereo unspecified)
  A = 0; B = -1; C = 0.0; D = -3; E = -3; F = -3; G = 0.3; H = 3; I = 8
CC1CCN(C(=O)Cn2cc(C(=O)c3ccco3)c3ccccc32)CC1
  A = 1; B = 0; C = 0.2; D = 1; E = 7; F = 6; G = 0.8; H = 2; I = 5
COc1ccccc1C(=O)N1CCN(c2cccc(Cl)c2)CC1
  A = -2; B = -3; C = 0.1; D = 5; E = 9; F = 1; G = -0.1; H = 4; I = 0
Cc1cc(NC(=O)Nc2cccc(C)c2C)no1
  A = 1; B = -3; C = 0.2; D = -12; E = 4; F = 2; G = 2.6; H = -2; I = -7
O=C(CSc1ccc(-c2cccnc2)nn1)N1CCCCCC1
  A = -1; B = -1; C = 0.0; D = -2; E = 0; F = -3; G = 2.0; H = -1; I = 6
COC(=O)c1sccc1NC(=O)CC1C(=O)NCCN1C(=O)Nc1ccc(C(F)(F)F)cc1 (stereo unspecified)
  A = 2; B = -1; C = 0.0; D = 3; E = 0; F = 7; G = 1.9; H = 1; I = 4
CCN(C(=O)COC(=O)Cn1cnc2c1c(=O)n(C)c(=O)n2C)C1CCS(=O)(=O)C1 (stereo unspecified)
  A = 3; B = 0; C = 0.1; D = 0; E = 2; F = 1; G = -1.0; H = 0; I = -2
Cc1ccc(NC(=O)/C(=C\c2ccccc2)NC(=O)/C=C/c2ccccc2)cc1
  A = -1; B = 5; C = -0.3; D = 1; E = 100; F = -3; G = 1.9; H = -3; I = 7
O=C(c1cccnc1Cl)N(Cc1ccccc1)Cc1ccccc1
  A = 24; B = 3; C = 0.0; D = 1; E = 29; F = -2; G = 1.5; H = -1; I = 11
COc1cc(CNc2nc3c(C)cc(C)cc3s2)ccc1O
  A = 1; B = -1; C = -0.1; D = 1; E = 1; F = 1; G = 4.8; H = 1; I = 19
C/C(=N/NC(=O)c1cnccn1)c1cccs1
  A = 1; B = -2; C = -0.2; D = -8; E = i; F = -8; G = -2.6; H = 2; I = 3
CC1CCN(S(=O)(=O)N2CCC(C(=O)O)CC2)CC1
  A = -2; B = -2; C = -1.5; D = -1; E = 0; F = -3; G = -1.1; H = 1; I = -1
COc1cc(OC)c(C=O)c(OC(=O)N2CCOCC2)c1
  A = 1; B = 0; C = 0.3; D = 0; E = -45; F = -6; G = -0.7; H = -6; I = -7
CCOc1ccccc1CN1CCC(n2nccc2NC(=O)CCc2ccccc2)CC1
  A = -2; B = -1; C = -0.1; D = 8; E = 0; F = 0; G = 0.1; H = -1; I = 1
CC(C)C(=O)Nc1ccccc1C(=O)OCC(=O)c1ccc2c(c1)OCCO2
  A = -1; B = -1; C = 0.1; D = 2; E = 0; F = -6; G = 1.0; H = 6; I = 6
C=CC[C@H](CC(=O)N[C@H](CO)Cc1ccccc1)C(=O)N[C@H](COC(=O)[C@@H](CC=C)CC(=O)OC(C)(C)C)Cc1c[nH]c2ccccc12
  A = .; B = .; C = 0.0; D = .; E = 15; F = -7; G = .; H = .; I = -4
CC1CCCCC1NC(=O)COC(=O)c1ccc2c(c1Cl)C(=O)c1ccccc1C2=O (stereo unspecified)
  A = -4; B = 1; C = -0.3; D = 22; E = 10; F = 5; G = -0.9; H = 1; I = 6
COC(=O)c1ccc(CN(c2ccccc2Cl)S(C)(=O)=O)cc1
  A = 9; B = -4; C = 0.3; D = -4; E = 3; F = -5; G = 2.9; H = -1; I = 0
COC(=O)C1CCN(c2c([N+](=O)[O-])cc(C(F)(F)F)cc2[N+](=O)[O-])CC1
  A = -5; B = 0; C = -0.1; D = 4; E = 0; F = 2; G = -0.3; H = 4; I = 3
CN(CCC#N)C(=O)CC(Cc1ccccc1)C1CCOC(C)(C)C1 (stereo unspecified)
  A = 3; B = -3; C = 0.4; D = -3; E = -5; F = 6; G = -0.1; H = -3; I = 9
Cc1nc(C)c(-c2csc(Nc3cccnc3)n2)s1
  A = 1; B = -1; C = 0.0; D = -2; E = -2; F = 1; G = 2.6; H = -2; I = 2
COCCCNC(=S)NNC(=O)C(O)(c1ccccc1)c1ccccc1
  A = 2; B = -3; C = -0.1; D = -5; E = -2; F = -14; G = -1.8; H = -1; I = -1
C=CC[C@H](CC(=O)NCCO)C(=O)N[C@H](COC(=O)[C@H](CC=C)CC(=O)OC(C)(C)C)c1ccccc1
  A = .; B = .; C = 0.1; D = .; E = -8; F = 1; G = .; H = .; I = -8
C#CCOc1c(Cl)cc(C2C3=C(CCCC3=O)N(CC(=O)O)C3=C2C(=O)CCC3)cc1OC
  A = 0; B = -3; C = -0.1; D = -1; E = 3; F = -3; G = 2.9; H = 1; I = 1
COc1cc(CN2CCNC(=O)C2CC(=O)N(C)Cc2ncc[nH]2)cc(OC)c1 (stereo unspecified)
  A = -3; B = 0; C = 0.0; D = -3; E = 2; F = -2; G = 0.9; H = 5; I = -5
O=C(C[n+]1cccc(NC(=O)c2ccccc2)c1)c1ccc(NC(=O)c2ccccc2)cc1
  A = 4; B = -1; C = 0.1; D = -2; E = -9; F = -1; G = 3.4; H = 6; I = 6
CC(=O)c1c(C)[nH]c(C(=O)NCCc2c[nH]c3ccccc23)c1C
  A = -1; B = -3; C = -0.1; D = -2; E = 16; F = -4; G = -1.6; H = -1; I = -3
COc1ccccc1CN1C(=S)SC(C)(C)C1NO (stereo unspecified)
  A = -2; B = 0; C = 0.0; D = -5; E = 9; F = 7; G = 2.4; H = 6; I = -5
O/N=C1/C2C3C(Br)C4C5CC(C1C53)C24 (stereo unspecified)
  A = 3; B = 1; C = 0.0; D = 1; E = 0; F = -4; G = 1.8; H = -5; I = -2
CCN(CC)C(=O)COc1ccc(-c2nnc(N3CCCCC3)c3ccccc23)cc1
  A = -1; B = 0; C = -0.1; D = 10; E = 2; F = 4; G = 0.0; H = 1; I = 3
Cc1ccc2sc(N(CCCN(C)C)C(=O)c3nc4ccccc4s3)nc2c1C
  A = 0; B = 4; C = -0.1; D = -6; E = -8; F = 5; G = 2.8; H = -1; I = 7
Cc1cc(C)nc(NS(=O)(=O)c2ccc(NC(=S)NC(=O)c3ccco3)cc2)n1
  A = 0; B = -3; C = 0.0; D = 0; E = 1; F = -4; G = -2.4; H = -1; I = -13
CCOc1ccccc1NS(=O)(=O)c1c[nH]c(C(=O)OC)c1
  A = 0; B = 3; C = 0.0; D = 2; E = -7; F = 2; G = -3.9; H = 5; I = -5
